sPLA2-III inh: human group III sPLA2 inhibitors, primary screen, biochemical, QFRET, BODIPY PC-A2 liposome substrate; QFRET BODIPY PC-A2 liposome hydrolysis, fluorescence; inhibition, % at 12.2 µM; 370,000 tested, 0.56% active; AID 743126, 2013;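 active means inhibition above mean plus 3 SD of compounds lying within the high and low control bounds, cut at about 19% in these data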;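 further: 0% = median of test compound wells and 100% = no enzyme DMSO wells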
Target sequence (Q9NZ20 whole entry, looked up): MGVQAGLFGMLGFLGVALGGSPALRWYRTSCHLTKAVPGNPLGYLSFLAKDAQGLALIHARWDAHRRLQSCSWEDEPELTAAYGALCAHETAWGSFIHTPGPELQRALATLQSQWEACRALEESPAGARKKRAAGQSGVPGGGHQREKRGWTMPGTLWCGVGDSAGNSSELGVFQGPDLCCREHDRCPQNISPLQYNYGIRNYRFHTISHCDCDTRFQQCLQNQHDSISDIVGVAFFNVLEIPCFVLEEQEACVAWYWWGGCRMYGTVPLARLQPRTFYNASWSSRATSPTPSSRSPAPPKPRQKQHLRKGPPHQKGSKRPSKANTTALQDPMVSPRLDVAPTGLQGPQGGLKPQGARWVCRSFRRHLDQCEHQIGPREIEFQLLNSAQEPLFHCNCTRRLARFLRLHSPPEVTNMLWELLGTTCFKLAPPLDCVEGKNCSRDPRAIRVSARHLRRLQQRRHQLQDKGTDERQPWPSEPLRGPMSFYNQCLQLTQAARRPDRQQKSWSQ
PLCb3 inh: human PLC-beta3 inhibitors, primary screen, biochemical, fluorescence. 1-phosphatidylinositol 4,5-bisphosphate phosphodiesterase beta-3 (Homo sapiens), Q01970. Purified PLC-beta3, fluorogenic substrate. inhibition, % at 12.2 µM. 370,000 tested, 0.18% active. AID 720704, 2013; in the data active means inhibition above about 11%;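 further: 0% = median of compound wells on plate and 100% = full blocker control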
DAX1 inh-1: DAX1 (NR0B1) inhibitors, primary screen, cell-based, HEK293, Gal4-DAX1, luciferase luminescence; Nuclear receptor subfamily 0 group B member 1 (Homo sapiens), P51843; HEK293 Gal4-DAX1 luciferase reporter; inhibition, % at 6.75 µM; 340,000 tested, 0.99% active; AID 504766, 2011;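 active means inhibition above the mean over all tested compounds plus 3 SD, cut at about 4.2% in these data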;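 further: 0% = DAX1-transfected cells with DMSO and 100% = empty-vector control cells with DMSO; inhibition shows as a rise in luminescence from relieved DAX1 repression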
Target sequence (P51843 207-470 limits assumed): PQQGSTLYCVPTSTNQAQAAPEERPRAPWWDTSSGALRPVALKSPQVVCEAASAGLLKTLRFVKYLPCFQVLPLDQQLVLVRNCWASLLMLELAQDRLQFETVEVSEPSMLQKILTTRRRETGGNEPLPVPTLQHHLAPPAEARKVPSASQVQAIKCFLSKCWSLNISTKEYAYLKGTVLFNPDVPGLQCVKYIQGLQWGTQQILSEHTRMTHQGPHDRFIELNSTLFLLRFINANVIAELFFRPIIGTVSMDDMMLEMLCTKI
SMARCA2 act: SMARCA2 (BRM) function activators, primary screen, cell-based, luminescence, high throughput; 370,000 tested, 1% active; activation, % at 9.1 µM; MG213 cells, MMTV-luciferase reporter, dexamethasone, overnight; AID 652017, 2013; in the data active means activation above about 7.8%;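 further: 0% = vehicle wells and 100% = reference activator wells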
hgDAF12 agonist: H. glycines DAF-12 receptor agonists, primary screen, cell-based, luminescence, HEK293, GAL4 fusion, UAS-luciferase. Nuclear hormone receptor DAF-12 (Heterodera glycines), GAL4 fusion. HEK293 GAL4-hgDAF12 UAS-luciferase reporter, agonist luminescence; normalized to butyrate control. activation, % at 6.8 µM. 370,000 tested, 1.8% active;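 active means activation above a cutoff set at the mean of all screened compounds plus 3 SD, cut at about 10% in these data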;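 further: 0% = DMSO wells and 100% = sodium butyrate wells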
DAX1 inh-2: DAX1 (NR0B1) inhibitors on StAR promoter, primary screen, cell-based, luminescence, SF-1 (NR5A1), full-length DAX-1 | 370,000 tested, 1.1% active | HEK293T StAR-luciferase reporter, SF-1/DAX-1 repression relief | AID 652010, 2013 | inhibition, % at 6.8 µM;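 active means inhibition above the mean over all tested compounds plus 3 SD, cut at about 3.6% in these data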;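 further: 0% = DAX-1 cells with DMSO and 100% = cells lacking DAX-1 with DMSO; higher inhibition means more luminescence from relief of DAX-1 repression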
Rev-erbA mod: modulators of Rev-erb alpha DNA binding, primary screen, biochemical, FITC-DNA, fluorescence polarization, uHTS. activity, % at 10 µM. Nuclear receptor subfamily 1 group D member 1 (Homo sapiens), P20393. 370,000 tested, 0.79% active. Rev-erbα–FITC-DNA binding, 90 min;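 active means activity above about 14%, limit read from the data; passing the limit was not always enough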;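 further: 0% = DMSO wells with 35 nM protein and 100% = DMSO wells with 750 nM protein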
ssDAF12 agonist: S. stercoralis DAF-12 nuclear receptor activators, primary screen, cell-based, luminescence, HEK293, GRIP1 co-expression, lit1-tk-luc; HEK293 ssDAF-12/GRIP1 lit1-tk-luc reporter; % of 3 µM dafachronic acid response; 370,000 tested, 1% active; activation, % at 6.8 µM; Nuclear hormone receptor DAF-12 (Strongyloides stercoralis);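 active means activation above the mean over all tested compounds plus 3 SD, cut at about 0.9% in these data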;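 further: 0% = DMSO-only wells and 100% = 3 µM delta7-dafachronic acid wells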
GAA850 FXN act: FXN promoter activators, primary screen, cell-based, luciferase luminescence, HEK293 lucGAA850. HEK293 lucGAA850 FXN promoter luciferase reporter, 24 h; percent of 10 µM SAHA response. activation, % at 6 µM. 360,000 tested, 0.56% active;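 active means activation above the average of all compounds screened plus 3 SD, cutoff fixed separately per campaign, cut at about 7.5% in these data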;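 further: 0% = DMSO wells and 100% = 10 µM SAHA wells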
hcDAF12 agonist: H. contortus DAF-12 nuclear receptor activators, primary screen, cell-based, luminescence, HEK293, lit1-tk-luc reporter | HEK293 hcDAF-12 lit1-tk-luc reporter; 0% DMSO, 100% Δ7-dafachronic acid | activation, % at 6.8 µM | 370,000 tested, 1.4% active;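 active means activation above the mean of all tested compounds plus 3 SD, cut at about 5.5% in these data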;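 further: 100% = response to 3 µM Δ7-dafachronic acid high control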
PG9 binder: binders of HIV-1 gp120 antibody PG9, primary screen, biochemical, TR-FRET | AID 624416, 2012 | TR-FRET gp120-PG9 antibody binding | 360,000 tested, 0.43% active | inhibition, % at 6.7 µM | HIV-1 gp120 / PG9 antibody interaction; in the data active means inhibition above about 8.5%
Numbers without * were called inactive; . = no result given.

#	mol	hgDAF12 agonist	ssDAF12 agonist	PG9 binder	SMARCA2 act	GAA850 FXN act	PLCb3 inh	DAX1 inh-2	Rev-erbA mod	hcDAF12 agonist	sPLA2-III inh	DAX1 inh-1
1	Cc1cccc(N(Cc2ccccc2)C(=O)c2ccc(CS(C)(=O)=O)cc2)c1	-4.4	-1.0	-0.4	-1	1.1	-4	-0.4	5	-1.1	-8	0.8
2	COCC(C)NC(=O)CSc1nc2nn(-c3ccccc3)c(=O)c-2c2n1CCCCC2 (stereo not given)	-0.7	-1.4	0.4	-3	0.4	0	1.3	-5	-1.2	3	-0.8
3	COc1ccc(-c2nnn(CC(=O)N(CCCN3CCOCC3)C(C(=O)NC3CCCC3)c3ccco3)n2)cc1 (stereo not given)	-2.4	-1.1	-0.5	4	0.8	4	-0.2	-2	-0.9	-7	5.2*
4	O=C(NCc1ccc2c(c1)OCO2)c1cccs1	1.1	-1.0	-2.5	0	-2.6	6	-0.4	0	-1.2	-9	-0.6
5	CCn1c(O)c2ccc(C(=O)N=NC(=O)c3ccccc3)cc2c1O	2.6	-1.3	-1.7	-1	1.4	-4	0.1	-7	-1.3	3	-0.2
6	Cc1cc(N2C(=O)C(O)=C(C(=O)c3cccs3)C2c2ccc(F)cc2)no1 (stereo not given)	-2.2	-1.3	8.0	-7	-2.1	-21	-0.1	7	-1.2	-4	-0.2
7	C[C@]12C=CC(=O)C=C1CC[C@@H]1C2[C@@H](O)C[C@@]2(C)C1CC[C@]2(O)C(=O)COC(=O)CCC(=O)O (stereo not given in full)	-4.4	-1.4	-0.9	-2	4.1	-9	-0.1	2	-0.9	0	-0.8
8	CCc1ccccc1N(CC)C(=O)c1cn(CC)c(=O)c2cc(OC)c(OC)cc12	-1.4	-0.8	0.3	-3	-2.1	-2	-0.1	-3	-0.5	-3	-0.6
9	CCOc1ccccc1NC(=O)[C@@H](NC(=O)c1ccccc1F)C(C)C	-0.8	-1.5	-0.9	1	-1.2	-3	-0.1	-4	-1.8	1	-0.4
10	COc1cc2c(cc1OC)CN(C(=O)CCC(=O)c1ccc(F)cc1)CC2	-2.7	-0.9	0.4	-3	0.7	-28	-2.1	2	1.1	0	-0.6
11	COc1cc(/C=C/C(=O)O)ccc1OCc1cnc(Cl)s1	2.8	-1.0	-3.5	1	2.8	5	0.2	4	-0.7	3	.
12	O=C(CSc1nnc2ccc(-c3ccncc3)nn12)N1CCCCC1	0.4	-0.9	1.1	-2	1.5	-8	0.1	11	2.1	-2	4.6*
13	COC(=O)c1cccc(C(=O)N2CCC(CCC(=O)NCc3ccc(F)cc3)CC2)c1	-2.1	-1.4	-1.2	0	-0.2	4	-2.7	-2	-1.6	-2	0.1
14	CCOC(=O)C1C(=O)NC(c2ccccc2)=NC1c1ccc(OC)cc1 (stereo not given)	-1.0	-0.1	0.2	6	-0.9	3	0.0	-2	0.8	6	1.4
15	O=C(O)c1ccccc1Cc1ccc2c(c1)CCCC2	3.7	-1.1	1.2	-2	0.2	2	-0.7	0	-0.2	-2	-0.9

(cont.)
#	mol	hgDAF12 agonist	ssDAF12 agonist	PG9 binder	SMARCA2 act	GAA850 FXN act	PLCb3 inh	DAX1 inh-2	Rev-erbA mod	hcDAF12 agonist	sPLA2-III inh	DAX1 inh-1
16	O=C(CNC(=O)c1ccncc1)N/N=C/c1ccccn1	-1.0	-0.6	-0.5	0	0.1	0	0.7	5	0.5	2	-1.4
17	Cn1cccc/c1=N\c1cccc[n+]1C	-1.2	-1.6	-1.6	-6	-0.6	-90	-0.4	4	-1.6	-3	.
18	Cn1c2ccccc2c2nnc(SCC(=O)Nc3cccc(C(=O)O)c3)nc21	-1.7	-0.4	0.0	1	-0.9	-6	0.4	2	5.2	-4	0.1
19	CCOC(=O)c1sc(NC(=O)CSc2nnc(Cc3ccccc3)o2)c(C(=O)OCC)c1C	-2.2	-1.8	0.1	-2	-0.7	-4	-0.6	-2	-0.6	-29	-0.1
20	COCc1nnc(NC(=O)CCc2ccc(OC)cc2)s1	0.2	-1.6	1.7	0	0.1	-120	0.0	-9	-2.4	0	-0.8
21	CCCCNC(=O)n1c(=O)oc2ccc(Cl)cc21	-1.3	-1.0	0.7	-4	1.7	1	0.1	4	-0.4	0	0.2
22	Cc1ccc(S(=O)(=O)NCC(=O)N(CC(=O)NCc2ccccc2)CC2CCCO2)cc1 (stereo not given)	-2.0	-1.0	-1.5	-1	2.3	0	0.3	1	-1.7	4	0.0
23	O=C(CC1CCCCC1)Nc1ncn[nH]1	-1.1	-1.0	0.6	1	0.6	1	-0.4	-8	-0.9	0	3.3
24	Cc1ccc(-c2nnc(-c3ccccc3Br)o2)cc1	20*	1.8*	0.6	4	1.5	-3	2.9	-5	15*	-2	3.7
25	COc1cc(Cl)ccc1OCc1cc(C(=O)N2CCN(C3CCCCC3)CC2)no1	2.3	-0.3	-0.4	-2	1.3	-10	2.2	0	2.9	-26	0.1
26	O=c1nc2ccccc2c2n1CC(CN1CCN(c3cccc(Cl)c3)CC1)N2 (stereo not given)	2.2	-1.8	-3.0	5	1.2	4	0.7	-6	-1.9	2	-0.9
27	CCCCCOc1ccccc1C(=O)NCCCC(=O)O	1.2	-1.0	-1.3	-3	0.8	1	-0.5	-6	-0.2	5	-0.3
28	CC(C)Nc1nc(NC(C)C)nc(Oc2ccc(/C=N/O)cc2)n1	-0.7	-1.5	0.0	0	4.7	-2	-0.4	4	-1.6	-9	-0.5
29	CC(C)(C)OC(=O)C[C@@H]1C/C=C\C[C@@H](CC(=O)N(CCO)Cc2ccccc2)C(=O)N[C@H](Cc2c[nH]c3ccccc23)COC1=O	-2.6	-1.3	-0.6	-2	-0.9	-4	0.0	2	-1.8	-76	-0.6
30	Cc1cccc(N2CC(C(=O)Nc3nccs3)CC2=O)c1C (stereo not given)	0.6	-1.2	0.3	-3	3.0	-9	-0.4	9	-0.7	9	-0.5

The list goes on.
#	mol	hgDAF12 agonist	ssDAF12 agonist	PG9 binder	SMARCA2 act	GAA850 FXN act	PLCb3 inh	DAX1 inh-2	Rev-erbA mod	hcDAF12 agonist	sPLA2-III inh	DAX1 inh-1
31	O=CN/C=C/c1cccc(O)c1	0.7	-0.9	-1.0	0	-1.9	2	0.0	-10	-0.1	-2	1.4
32	C=C(C)c1nc2cc(OC)c(OC)cc2c(=O)o1	0.9	-0.8	-0.2	-2	2.0	0	-0.4	-2	-1.1	11	-0.8
33	COc1ccc(N(CC(C)C)S(=O)(=O)c2nnc(NC(=O)c3ccco3)s2)cc1	2.1	-1.1	-0.4	-2	0.5	-10	2.0	-1	1.3	-1	-0.2
34	Cc1ccc(C(=O)Nc2ccnc(-c3ccncc3)n2)cc1	3.0	-1.6	-3.1	2	-0.7	2	-0.6	2	-2.2	-4	0.2
35	CCCC1(c2ccccc2)NC(=O)N(CC(=O)Nc2cc(C)ccc2OC)C1=O (stereo not given)	-2.1	-0.9	1.9	-2	1.2	-10	-0.3	5	0.3	-1	0.8
36	CC(=O)NC(CCS(C)(=O)=O)C(=O)Nc1cccc2ccccc12 (stereo not given)	0.1	-0.4	-0.2	1	0.4	1	1.0	6	5.0	2	0.4
37	CC(C)CC1C(=O)N(Cc2cn(CC3CCCCC3)nn2)CCS(=O)(=O)N1Cc1ccc(-c2ccc(Cl)cc2)cc1 (stereo not given)	1.9	-1.4	0.0	-4	2.9	5	1.9	5	2.5	-10	0.4
38	COc1ccc(C=CC(=O)c2c(OC)cc(OC)c(OC)c2O)cc1	-1.3	-1.6	1.4	-1	4.3	-9	0.0	-4	-0.5	7	-2.5
39	C=CCn1c(SCC(=O)NC2CCS(=O)(=O)C2)nnc1-c1ccc(Cl)cc1 (stereo not given)	1.6	-1.3	-0.1	0	0.6	4	-0.3	-9	-0.9	2	-0.9
40	O=C(N/N=C/c1ccoc1)c1ccccc1O	9.6	0.2	-2.7	1	2.0	-32	3.7*	-6	5.1	-3	1.2
41	CC(C)(C)OC(=O)N1CCCN(C(=O)Nc2cccc(Cl)c2)CC1	0.7	-1.4	-2.2	-3	1.6	-2	0.0	5	-1.5	1	.
42	CCc1nnc(NS(=O)(=O)c2ccc(N=CC3=C(O)CC(C)(C)CC3=O)cc2)s1	-1.1	-1.7	-3.6	1	0.5	0	-0.3	1	0.6	-4	-0.6
43	C/C(CC(=O)Nc1ccc(N(C)C)cc1)=N\NC(=O)c1ccc([N+](=O)[O-])cc1	-1.8	-0.9	-5.3	-2	1.7	-7	0.2	1	-2.3	11	-1.9
44	Cc1ccc2c(c1)C1CC(C)(O2)N(c2cccc(C(=O)N3CCN(c4ccccn4)CC3)c2)C(=O)N1 (stereo not given)	-2.5	-1.3	-3.4	-1	-0.4	-8	-0.6	0	-1.7	-9	0.0
45	CCOC(=O)C(NC(=O)c1ccccc1)(OCc1ccc(F)cc1)C(F)(F)F (stereo not given)	12*	-0.2	-1.4	0	-1.3	4	-0.5	4	1.6	-5	0.6

Following part.
#	mol	hgDAF12 agonist	ssDAF12 agonist	PG9 binder	SMARCA2 act	GAA850 FXN act	PLCb3 inh	DAX1 inh-2	Rev-erbA mod	hcDAF12 agonist	sPLA2-III inh	DAX1 inh-1
46	Cc1cccc(C(=O)NC2CCN(CC(=O)N3CCOCC3)CC2)c1	-0.1	-1.0	-2.1	-2	3.2	3	0.3	3	-0.2	6	-1.2
47	O=C(Nc1ccccc1N1CCN(c2ccccc2)CC1)c1cccc(F)c1	-0.6	-0.9	0.6	0	-2.5	1	0.3	-3	-1.3	6	0.4
48	COc1ccc(C)cc1NC(=O)CO/N=C(\N)CC(=O)NC1CCCCC1	-1.5	-1.6	0.7	-2	1.9	-7	-0.8	-1	0.4	0	0.0
49	CCC(C(=O)OCC(=O)Nc1ccccc1-c1ccccc1)c1ccccc1 (stereo not given)	-1.7	-1.2	-2.4	-3	3.7	5	-0.6	11	-1.0	-8	-1.3
50	COc1cc(OC)cc(C(=O)OCC(=O)c2cc(C)n(CC3CCCO3)c2C)c1 (stereo not given)	2.2	-1.4	-0.6	-1	1.5	-11	-1.6	3	-0.5	-4	0.9
51	COC(CNC(=O)c1ccc(-n2c(=S)[nH]c3ccccc3c2=O)cc1)OC	-4.9	-1.9	-0.3	-3	2.3	-1	-1.3	8	-2.0	11	-0.5

Only DAX1 inh-1 (2 entries from above):
entry	Compound	DAX1 inh-1
47	O=C(Nc1ccccc1N1CCN(c2ccccc2)CC1)c1cccc(F)c1	0.4
46	Cc1cccc(C(=O)NC2CCN(CC(=O)N3CCOCC3)CC2)c1	-1.2

Screening results: PubChem, several laboratories
